Bioassay records (PubChem BioAssay)
MEKK2mut PB1 HTS – signal of MEK5 binding to mutant human MEKK2 PB1 domain. bead flow cytometry, Alexa488-MEK5 binding to MEKK2 mutant. percent response, % at 10 µM. 290,000 compounds, 0.35% hits. AID 1530; in the data active means percent response above about 24%, passing the limit was not always enough; further: inactives centre near 1; some results filed as inactive read as strong as hits
OXTR agonist – human OXTR agonism; AID 2435; P30559; CHO-OTR cells, Fluo-8 calcium fluorescence; normalized: DMSO 0%, oxytocin 100%; 320,000 compounds, 0.32% hits; activation, % at 3 µM;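 active means activation above the mean of all tested compounds plus 3 SD, cutoff set per screening run, cut at about 20% in these data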;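 further: peak over basal fluorescence ratio from a 100 s FLIPR kinetic read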
Target sequence (P30559 whole entry, looked up): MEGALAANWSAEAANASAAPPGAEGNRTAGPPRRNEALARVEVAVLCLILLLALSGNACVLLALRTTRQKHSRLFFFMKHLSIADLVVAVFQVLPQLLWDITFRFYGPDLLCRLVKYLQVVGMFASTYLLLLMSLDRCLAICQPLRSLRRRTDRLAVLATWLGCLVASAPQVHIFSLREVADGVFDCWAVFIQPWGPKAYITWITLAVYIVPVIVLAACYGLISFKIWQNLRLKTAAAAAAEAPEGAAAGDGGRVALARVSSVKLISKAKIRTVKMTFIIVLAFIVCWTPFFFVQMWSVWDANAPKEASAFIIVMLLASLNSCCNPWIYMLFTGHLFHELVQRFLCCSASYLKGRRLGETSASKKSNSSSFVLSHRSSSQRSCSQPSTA
MEKK2 WT-MEK5 – raises or lowers MEK5 binding to wildtype human MEKK2 PB1 domain; Q9Y2U5; bead flow cytometry, Alexa488-MEK5 binding to MEKK2 WT; actives lie on both sides; binding response (% of control), % at 10 µM; 290,000 compounds, 1.1% hits; AID 1531; in the data active means binding response below about 67% or above about 130%
GPR7 antagonist – blocks human GPR7 receptor signaling | P48145 | GPR7-expressing cells, fluorescence antagonist assay | inhibition, % at 4.4 µM | 290,000 compounds, 1.1% hits | AID 1861; in the data active means inhibition above about 16%, passing the limit was not always enough;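 further: cells stimulated with the agonist NPW; 0% = agonist with vehicle and 100% = vehicle without agonist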
OXTR potentiator – human OXTR potentiation; AID 2445; activation, % at 3 µM; CHO-OTR cells, Fluo-8 calcium fluorescence, potentiator mode; 0% = oxytocin EC15, 100% = EC100; P30559; 320,000 compounds, 0.061% hits;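 active means activation above that plate's cutoff, the mean activation of tested compounds plus 3 SD, cut at about 6.6% in these data, passing the limit was not always enough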;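 further: 100% uses oxytocin at 75 nM as the full agonist control; some results filed as inactive read as strong as hits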
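Assay system: CHO cell line stably expressing human OTR. Reagent: EC15 oxytocin agonist. Dosing: single dose, 3.0 µM nominal final compound concentration. Timing: compound 6 min at room temperature before oxytocin, 100 s read. Signal: kinetic Fluo-8 calcium fluorescence. Controls: oxytocin EC15 low and EC100 high.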
M18AAP inhibitor – blocks P. falciparum M18 aspartyl aminopeptidase | recombinant PfM18AAP, H-Glu-NHMec fluorogenic cleavage | inhibition, % at 7.35 µM | 290,000 compounds, 1.2% hits;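 active means inhibition above the campaign mean inhibition over all tested compounds plus 3 SD, cut at about 28% in these data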;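 further: 0% = plate median of test compound wells and 100% = 2 mM ZnCl2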
V1aR counter – V1a receptor agonism, counter-screen for OXTR agonists. P37288. CHO-V1R cells, Fluo-8 calcium fluorescence, agonist mode; 0% DMSO, 100% 3 nM vasopressin. activation, % at 3 µM. 320,000 compounds, 0.25% hits;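 active means activation above the mean activation of all tested compounds plus 3 SD, per screening run, cut at about 20% in these data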;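 further: signal is peak over basal fluorescence ratio across a 100 second FLIPR read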
Target sequence (P37288 whole entry, looked up): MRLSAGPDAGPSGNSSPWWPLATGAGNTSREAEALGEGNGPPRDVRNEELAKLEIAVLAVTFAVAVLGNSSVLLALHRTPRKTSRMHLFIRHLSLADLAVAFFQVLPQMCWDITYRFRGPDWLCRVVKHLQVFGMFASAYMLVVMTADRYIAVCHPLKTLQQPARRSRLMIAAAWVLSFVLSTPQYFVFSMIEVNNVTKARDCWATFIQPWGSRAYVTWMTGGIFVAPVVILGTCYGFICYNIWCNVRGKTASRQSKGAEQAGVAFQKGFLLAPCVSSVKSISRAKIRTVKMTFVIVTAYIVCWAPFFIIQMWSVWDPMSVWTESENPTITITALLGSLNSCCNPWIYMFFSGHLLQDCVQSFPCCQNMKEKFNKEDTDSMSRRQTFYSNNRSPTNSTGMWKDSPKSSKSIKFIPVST
NALP1 yeast inh – inhibitors of NALP1 inflammasome in yeast | inhibition, % at 10 µM | S. cerevisiae NALP1/ASC/caspase-1 growth, X-gal OD620, 72 h | 280,000 compounds, 0.61% hits; in the data active means inhibition mostly above about 24%, no sharp cut-off; inactive means mostly below about 32%; further: some compounds called inactive have numbers as strong as hits
GalR3 antag – antagonists of human GalR3; O60755; HEK293 GalR3-CNG cAMP membrane potential fluorescence; galR3 body fused to GalR1 C-terminus; inhibition, % at 3 µM; 360,000 compounds, 0.44% hits;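 active means inhibition above the screen-wide average plus 3 SD, cut at about 13% in these data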;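 further: forskolin and galanin both at EC90 stimulate the cells; cAMP rise reported by CNG channel membrane potential dye signal; 0% = forskolin plus galanin with DMSO and 100% = forskolin alone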
Starred values were filed as active, the others as inactive; x = no result given.

Structure	MEKK2mut PB1 HTS	OXTR agonist	MEKK2 WT-MEK5	GPR7 antagonist	OXTR potentiator	M18AAP inhibitor	V1aR counter	NALP1 yeast inh	GalR3 antag
O=C(CCCCl)OCc1cn(-c2ccc(Cl)cc2)nn1	0	-0.9	104	3	1	1	0.6	14	-3
COc1ccccc1NC(=O)CSc1nnnn1C1CCCC1	-4	x	100	-5	x	0	x	-5	-6
Cc1nnc(SCC(=O)N(C)C2CCS(=O)(=O)C2)n1Cc1ccccc1 (configuration not stated)	-5	1.3	100	-14	0	1	0.8	2	2
CCOc1ccc2nc(N(CCN(CC)CC)C(=O)c3ccc([N+](=O)[O-])cc3)sc2c1	-9	0.9	90	10	-8	-13	-0.3	4	-4
CCc1cccc2c(C(=O)COC(=O)c3c(C)noc3C)c[nH]c12	2	2.0	105	3	-9	-5	4.3	23	-2
COc1ccc(S(=O)(=O)CC(=O)c2cc3cc(Br)ccc3oc2=O)cc1	0	0.7	96	1	-11	29*	0.7	3	-5
CCOC(=O)c1c(C)[nH]c(C(=O)O)c1C	3	0.4	102	11	-25	0	0.9	7	-7
COc1ccc(C(=O)c2cc3ccc(O)cc3oc2=O)cc1	1	0.4	103	-2	1	7	-0.2	4	-8
O=C(Nc1ccccc1C(F)(F)F)c1ccc(CN2CCC(Cc3ccccc3)CC2)cc1	9	1.5	110	4	-14	-2	1.9	23	-2
N#Cc1ccccc1OCC(=O)OCC(=O)NC1CCCCCC1	x	-0.3	x	x	-2	x	0.1	x	-6
Cc1cc(C)cc(C(=O)N2CC(C)OC(C)C2)c1 (configuration not stated)	1	-1.9	102	0	-10	-3	-0.4	11	5
C/C(=N\O)C(C)(C)NC(=O)Nc1ccc(Cl)cc1	-5	-0.9	90	-10	-4	-1	-0.6	15	-6
COc1ccc(Br)c(C(=O)NNC(=O)c2ccc(NS(=O)(=O)c3cccs3)cc2)c1	x	0.3	x	x	1	x	-0.2	x	-4
Cc1[nH]n(-c2ccccc2)c(=O)c1/C=N/NC(=O)c1ccc(O)cc1O	6	-1.6	103	0	-14	13	-0.8	-6	x
COc1ccc(OC)c(-n2c(=S)[nH]c3cc(C(=O)NCCCN4CCCC4=O)ccc3c2=O)c1	x	-0.8	x	16	-20	20	-0.4	-18	-5
COc1ccc(/C=C/c2c([N+](=O)[O-])c(=O)n(C)c(=O)n2C)c(OC)c1	-3	-0.4	103	-5	1	0	-0.5	3	4
CCOC(=O)CN1C(=O)CC(c2ccc([N+](=O)[O-])cc2)C1=O (configuration not stated)	1	0.5	99	-7	3	6	1.7	1	5
CC(=O)N1CCN(C(=O)c2oc3ccccc3c2C)CC1	1	-0.5	99	6	-10	1	-0.6	-1	2
NS(=O)(=O)c1ccc(CNC(=S)NCc2ccc(Cl)cc2)cc1	-1	-0.3	102	-7	-8	6	0.5	26	0
O=S(=O)(NCC1CCN(S(=O)(=O)c2ccccc2)CC1)c1ccccc1	-3	3.9	98	-5	-16	-2	6.5	16	-1
O=C(c1ccccc1F)N1CCN(c2ccc([N+](=O)[O-])c(N3CCOCC3)c2)CC1	-9	-2.3	97	13	6	-12	0.1	5	-4
O=c1cc2c(n[nH]1)CCCC2	4	0.2	113	7	0	0	1.2	14	-2
C/C(=N\Nc1cc(-c2ccccc2)nc(-c2ccccc2)n1)c1ccc(O)c(C)c1	15	-0.8	106	-5	-12	1	0.6	14	3
COc1ccc(NS(=O)(=O)c2c(C)[nH]c(=O)[nH]c2=O)c(OC)c1	-4	-0.5	91	-8	-3	-4	0.2	x	1
CCOC(=O)C(C)Oc1ncnc2cccc(F)c12 (configuration not stated)	-3	1.0	96	-11	-1	-13	0.9	8	-6

Record cards, as listed above.
Record of N#Cc1ccccc1OCC(=O)OCC(=O)NC1CCCCCC1 : MEKK2mut PB1 HTS: x; OXTR agonist: -0.3; MEKK2 WT-MEK5: x; GPR7 antagonist: x; OXTR potentiator: -2; M18AAP inhibitor: x; V1aR counter: 0.1; NALP1 yeast inh: x; GalR3 antag: -6
Record of O=C(CCCCl)OCc1cn(-c2ccc(Cl)cc2)nn1 : MEKK2mut PB1 HTS: 0; OXTR agonist: -0.9; MEKK2 WT-MEK5: 104; GPR7 antagonist: 3; OXTR potentiator: 1; M18AAP inhibitor: 1; V1aR counter: 0.6; NALP1 yeast inh: 14; GalR3 antag: -3
Record of CCOC(=O)CN1C(=O)CC(c2ccc([N+](=O)[O-])cc2)C1=O (configuration not stated) : MEKK2mut PB1 HTS: 1; OXTR agonist: 0.5; MEKK2 WT-MEK5: 99; GPR7 antagonist: -7; OXTR potentiator: 3; M18AAP inhibitor: 6; V1aR counter: 1.7; NALP1 yeast inh: 1; GalR3 antag: 5

Carrying on:
Structure	MEKK2mut PB1 HTS	OXTR agonist	MEKK2 WT-MEK5	GPR7 antagonist	OXTR potentiator	M18AAP inhibitor	V1aR counter	NALP1 yeast inh	GalR3 antag
CCc1ccc(C2CC(c3cccc(OC)c3)n3nc(N)nc3N2)cc1 (configuration not stated)	-5	2.9	95	x	-9	x	1.7	x	1
CCCc1nnc(SCC(=O)NC2CC2)n1C	0	1.3	98	-8	2	1	0.6	-2	-8
COC(=O)C1=C(C)N(CCCC(=O)O)C(=O)NC1c1cccc(OC)c1 (configuration not stated)	3	1.1	100	x	-8	x	1.0	x	-1
CCOc1cc(/C=C\[N+](=O)[O-])ccc1OCC(=O)N1CCOCC1	-1	0.6	104	1	0	8	0.2	-8	1
Cc1onc(-c2c(Cl)cccc2Cl)c1COC(=O)c1ccc(Cl)cc1	-14	0.8	90	-5	-15	-14	1.1	10	-5
CCc1ccc(OC)c(S(=O)(=O)Nc2ccccc2C)c1	-1	-1.1	104	-3	-12	2	-0.4	10	-9
Cc1ccccc1CN1C(=O)/C(=C\c2ccc(C(=O)NCCN3CCOCC3)cc2)Sc2ccccc21	5	4.4	111	7	-9	0	4.3	-6	2
Cc1ccc(OCn2c(=O)sc3ccccc32)cc1	8	-0.5	107	-2	-5	6	-0.1	15	x
C(=N\Nc1nccc(-c2cccnc2)n1)/c1ccccc1	-2	-1.3	99	5	4	-11	-2.6	x	-1
COC(=O)CSc1nc(N)c(C#N)c(-c2ccco2)c1C#N	-6	-0.6	94	8	-20	1	0.5	14	0
Cc1cc(C)c(C)c(OCCOCCN2CCOCC2)c1	-1	-0.8	96	-12	-2	0	0.4	39	-11
COc1ccccc1OCc1nnc(SCC(=O)NCc2ccco2)n1Cc1ccco1	0	-0.6	95	1	-2	-27	-0.9	-12	-1
O=C(Oc1ccccc1)c1cccc(N2C(=O)CCC2=O)c1	5	1.0	103	4	3	-7	1.3	16	-6
COC(=O)c1ccc(Cn2nc(-c3ccc(C)c(C)c3)ccc2=O)cc1	5	2.7	98	22	-8	-10	4.3	15	-10
O=C(O)c1ccccc1CSc1ncccc1C(=O)O	0	1.9	101	-5	0	2	1.5	7	-5
Cc1ccc(C(=O)NCC(=O)OC(C)C(=O)Nc2ccccc2[N+](=O)[O-])s1 (configuration not stated)	x	5.8	x	x	-9	x	5.6	x	-8
CC(=O)OCC1OC(n2ncc(=O)n(Cc3ccccc3)c2=O)C(OC(C)=O)C1OC(C)=O (configuration not stated)	x	0.4	x	2	-2	-8	1.4	2	-3
COC(=O)C1=C(C(=O)OC)N2C=CC=CC2(C)C(C(=O)OC)=C1C(=O)OC (configuration not stated)	-3	0.1	93	-12	-2	-4	-0.4	24	-1
COc1cccc(NC(=O)CC2(CC(=O)O)CCCC2)c1	-1	-0.1	94	-8	0	-1	0.2	11	-4
Cc1ccc(C(=O)NCCc2ccncc2)cc1	1	0.2	96	6	0	2	0.4	-7	-6
CC1CCCCC1NC(=O)CCNS(=O)(=O)c1ccc(Cl)cc1 (configuration not stated)	-3	0.4	98	-17	0	1	0.1	-13	-1
CC1(C)CC(=O)c2sc(NS(=O)(=O)c3ccc(F)cc3)nc2C1	1	-0.9	102	6	-3	-67	-0.1	-8	-4
O=C(CN(C(=O)CCC(=O)Nc1nccs1)c1ccc(F)cc1)NCC1CCCO1 (configuration not stated)	5	0.7	105	-13	1	-3	0.3	1	0
COC(=O)c1c(N2C(=O)[C@H]3[C@@H](C2=O)[C@]2(C(=O)Nc4c(C)cc(C)cc42)N2CCC[C@@H]32)sc(C)c1C	3	-0.8	102	-10	-7	-5	-0.3	-2	-8
C=CC[C@@H](Cc1ccc(F)cc1)C(=O)OC[C@@H]1CCCN1C(=O)[C@@H](CC=C)CC(=O)NCCO	x	0.2	x	x	5	x	1.5	x	-7
O=[N+]([O-])c1ccc2c(c1)nc1n2CCN(C2CCCCC2)C1	4	-0.4	104	-11	-7	10	-0.1	6	-2

An excerpt of these results, with values under each structure:
Below each compound: MEKK2mut PB1 HTS	OXTR agonist	MEKK2 WT-MEK5	GPR7 antagonist	OXTR potentiator	M18AAP inhibitor	V1aR counter	NALP1 yeast inh	GalR3 antag
C=CC[C@@H](Cc1ccc(F)cc1)C(=O)OC[C@@H]1CCCN1C(=O)[C@@H](CC=C)CC(=O)NCCO
    x	0.2	x	x	5	x	1.5	x	-7
Cc1ccc(OCn2c(=O)sc3ccccc32)cc1
    8	-0.5	107	-2	-5	6	-0.1	15	x

An unsorted share of the library, and some 4.1% of all compounds hit somewhere here.
